# Sm TGR block – blocks Schistosoma mansoni thioredoxin glutathione reductase; Q962Y6; purified TGR, DTNB reduction, TNB absorbance 405 nm; Potency, µM (doses to about 114 µM), without a hit: top-dose activity change, negative = inhibition, actives largely listed as inhibitors; 3% of 360,000 active; also: potency is read from the fitted curve at half-maximal effect; nearly all actives have a fitted effect of over 60% in size
#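 First, TGR (20 nM dispensed) and NADPH were mixed with compound. Second, a 15 min room-temperature incubation followed. Third, further NADPH and then DTNB were added to start the reaction. Finally, TNB absorbance was monitored kinetically.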
# AmpC detergent – blocks E. coli AmpC beta-lactamase in detergent assay; 0.041% of 370,000 active; AmpC hydrolysis of nitrocefin, absorbance 480 nm, 0.01% Triton; P00811; Potency, µM (titrated, usually from 114 µM), without a hit: top-dose activity change, negative = inhibition, usual class: inhibitors;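 also: potency is read from the fitted curve at half-maximal effect; 0% = no-compound wells and -100% = no-enzyme wells; nearly all actives have a fitted effect of over 25% in size; some results filed as inactive show a strong effect at the top dose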
# Target sequence (P00811 whole entry, looked up): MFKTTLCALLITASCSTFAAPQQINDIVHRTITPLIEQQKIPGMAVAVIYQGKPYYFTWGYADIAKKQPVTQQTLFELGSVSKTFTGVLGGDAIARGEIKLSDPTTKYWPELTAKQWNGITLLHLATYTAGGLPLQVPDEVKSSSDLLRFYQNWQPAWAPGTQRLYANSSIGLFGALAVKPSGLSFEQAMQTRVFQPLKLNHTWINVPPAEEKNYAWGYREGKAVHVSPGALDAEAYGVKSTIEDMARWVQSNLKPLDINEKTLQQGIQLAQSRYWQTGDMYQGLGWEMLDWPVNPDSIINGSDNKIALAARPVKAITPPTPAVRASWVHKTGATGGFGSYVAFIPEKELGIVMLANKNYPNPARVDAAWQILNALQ
#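 AmpC (5.3 nM in the dispensed reagent) in 20 mM phosphate pH 7.0 with 0.01% (detergent screen) or 0.0001% Triton X-100 was preincubated with compounds for 15 min at room temperature. Nitrocefin was then added from an 800 uM solution, and hydrolysis was followed at 480 nm.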
# AmpC inh no detg – blocks E. coli AmpC beta-lactamase in detergent-free assay; AmpC nitrocefin hydrolysis, absorbance 480 nm, 0.0001% Triton; Potency, µM (doses to about 57.1 µM), for inactives: at the highest dose activity change, negative = inhibition, usual class: inhibitors; 0.52% of 330,000 active; AID 485341;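 also: potency is read from the fitted curve at half-maximal effect; plate controls were no compound for no effect and no enzyme for full effect; nearly all actives have a fitted effect of over 20% in size; some results filed as inactive show a strong effect at the top dose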
#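 AmpC (5.3 nM in the dispensed reagent) in 20 mM phosphate pH 7.0 with 0.01% (detergent screen) or 0.0001% Triton X-100 was preincubated with compounds for 15 min at room temperature. Nitrocefin was then added from an 800 uM solution, and hydrolysis was followed at 480 nm.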
# HCMV inh – blocks human cytomegalovirus replication; HFF cells, HCMV-luciferase reporter, 72 h; hits give low values; activity change, negative = inhibition, % at 57.5 µM; 4.5% of 410,000 active; AID 1259415; in the data active = activity change below about -60%; inconclusive = no clear call, values can overlap the other calls; inactive = above about -39%
#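 Luciferase read-out from HCMV-luciferase-infected HFFs (MOI 1 PFU/cell) 72 h post infection at 37C; compounds added after 16 h cell attachment; activity normalized between buffer-only basal and Salinomycin (10uM) inhibitor controls.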
# LmPK inhibitor – blocks Leishmania mexicana pyruvate kinase activity. 0.37% of 290,000 active. purified LmPK, Kinase-Glo ATP luminescence, 1 h. Potency, µM (top dose mostly 57.5 µM), without a hit: top-dose activity change, negative = inhibition, usual class: inhibitors. Q27686; also: potency is read from the fitted curve at half-maximal effect
# Target sequence (Q27686 whole entry, looked up): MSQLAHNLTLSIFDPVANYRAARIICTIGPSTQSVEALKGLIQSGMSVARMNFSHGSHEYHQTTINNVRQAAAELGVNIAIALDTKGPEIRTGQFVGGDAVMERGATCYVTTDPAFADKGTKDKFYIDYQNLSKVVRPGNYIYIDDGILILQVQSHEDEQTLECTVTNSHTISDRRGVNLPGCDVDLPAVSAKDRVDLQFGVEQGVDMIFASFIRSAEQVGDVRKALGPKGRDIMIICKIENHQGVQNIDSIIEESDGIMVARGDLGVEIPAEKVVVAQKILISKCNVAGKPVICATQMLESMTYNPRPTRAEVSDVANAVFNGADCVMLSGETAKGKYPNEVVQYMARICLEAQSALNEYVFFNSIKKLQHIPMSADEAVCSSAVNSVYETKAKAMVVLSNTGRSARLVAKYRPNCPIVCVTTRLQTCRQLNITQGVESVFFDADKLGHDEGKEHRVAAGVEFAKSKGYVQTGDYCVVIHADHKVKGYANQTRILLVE
#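 ATP generated from ADP (0.1 mM) and PEP (0.5 mM) by 0.1 nM LmPK over 1 h at room temperature (pH 7.2 imidazole buffer) was detected by coupled luciferase luminescence. Values were normalized to uninhibited and no-enzyme wells.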
# TbPYK inhibitor – blocks Trypanosoma brucei pyruvate kinase; TbPYK enzyme, Kinase-Glo Plus ATP luminescence, 45 min; Potency, µM (top dose mostly 76.8 µM), for the others: top-dose activity, negative = inhibition, most hits filed as inhibitors; 0.12% of 410,000 active; AID 624173; also: potency is read from the fitted curve at half-maximal effect; nearly all actives have a fitted effect of over 50% in size
#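 Readout: single end-point luminescence (Kinase-Glo Plus, 10 min). Reaction conditions were TbPYK/substrate plus 130 uM ADP, 45 min at RT, pH 7.2 TEA buffer. No-enzyme wells served as controls, and data were normalized before concentration-response fitting.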
# AMA1 RON2 block – AMA1-RON2 (P. falciparum) interaction inhibition. AID 720542. AlphaScreen AMA1-biotinylated RON2 peptide binding. Potency, µM (top dose mostly 58.2 µM), inactives show at the top dose activity change, negative = inhibition, usual class: inhibitors. 0.2% of 360,000 active;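 also: potency is read from the fitted curve at half-maximal effect; 0% = vehicle wells and -100% = peptide control; nearly all actives have a fitted effect of over 45% in size; some results filed as inactive show a strong effect at the top dose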
#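 AMA1 (3D7) with his tag at 25 nM final met compounds first, then biotinylated RON2 peptide at 25 nM; detection used donor plus acceptor beads, 10 µg/mL apiece, read by AlphaScreen after 30 min at room temperature.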
# Starred values were filed as active, the others as inactive; u = inconclusive; x = no result given; [ ] = remark or other dose. Unless noted, calls follow the shape of the dose curve; as a rule, active = well fitted curve in the direction sought with a large enough effect; inconclusive = small, poorly fitted or top-dose-only effect, or another doubt; inactive = no such curve, though single readings can be large; an effect the other way counts as inactive or inconclusive. Unless noted, % is scaled to controls: 0 for no effect and ±100 for the full control effect.
1. Cc1ccc(CS(=O)(=O)c2ccc(C(=O)N3CCCCC3)cc2[N+](=O)[O-])cc1
2. COc1ccc(CN2C(=O)C(CC(C)C)Nc3ncnc(N4CCCCC4)c32)cc1 (centres undefined)
3. CCOC(=O)c1cnc2c(-c3ccccc3)c(-c3ccccc3)nn2c1C
4. Cc1noc(NS(=O)(=O)c2ccc(NC(=O)CSc3nc4c(cc3C#N)CCC4)cc2)c1C
5. COc1ccc(NC(=O)CSc2nc3nc(C)cc(C)c3c(=O)[nH]2)cc1
6. Fc1ccccc1NC(=S)N1CCN(Cc2ccccc2)CC1
assay / entry,1,2,3,4,5,6
Sm TGR block,18µM*,-4%,-1%,-10%,-9%,-4%
AmpC detergent,-3%,u,-5%,u,-9%,1%
AmpC inh no detg,-21%,43%,-13%,-16%,-19%,-12%
HCMV inh,-27,-15,-28,-8,-19,-11
LmPK inhibitor,-4%,x,-2%,19%,-3%,1%
TbPYK inhibitor,-1%,1%,0%,u,-1%,-12%
AMA1 RON2 block,0%,2%,1%,13%,7%,-9%

7. O=C(CO/N=C/c1ccc(OC(F)F)cc1)NC1CCCCC1
8. CCOc1ccc(C(=O)NCC(=O)N2CCN(Cc3ccccc3)CC2)cc1
9. O=C(c1ccc(S(=O)(=O)Cc2cc(F)ccc2F)c([N+](=O)[O-])c1)N1CCCCC1
10. CCc1nc(SCC(=O)N2CC(=O)Nc3ccccc32)c2c(C)c(C)sc2n1
11. O=C(c1ccc2c(=O)n(Cc3ccc4c(c3)OCO4)c(=S)[nH]c2c1)N1CCCCC1
12. O=C(N/C=C\c1ccccc1)NCc1ccc(Cl)cc1
assay / entry,7,8,9,10,11,12
Sm TGR block,-15%,x,8.9µM*,10%,1%,u
AmpC detergent,1%,x,-17%,-1%,16%,-10%
AmpC inh no detg,0%,36%,-24%,-7%,-19%,-31%
HCMV inh,-28,u,u,34,-33,-10
LmPK inhibitor,1%,x,5%,0%,-3%,2%
TbPYK inhibitor,1%,-5%,0%,1%,-2%,3%
AMA1 RON2 block,1%,12%,-4%,11%,36%[activator],-1%

13. COCCn1c(SCC(=O)Nc2cc(C)cc(C)c2)nnc1C(C)C
14. CC(C)c1ccc(NC(=O)CN2C(=O)COc3ccc(S(=O)(=O)N4CCCCCC4)cc32)cc1
15. S=C1SCN(Cc2cccnc2)CN1Cc1cccnc1
16. CC(/C=N/NC(=O)c1cc(-c2cccnc2)nc2c1c(C)nn2-c1ccccc1)=C\c1ccccc1
17. COc1ccc(NC(=O)c2cc(-c3ccccc3)nc3c2cnn3C(C)C)cc1
18. CCOc1ccc(S(=O)(=O)NCc2ccccn2)cc1
assay / entry,13,14,15,16,17,18
Sm TGR block,5%,1%,-1%,-3%,7%,-1%
AmpC detergent,2%,7%,u,0%,4%,-18%
AmpC inh no detg,19%,x,-34%,-17%,-35%,-3%
HCMV inh,38,12,-95*,11,-34,21
LmPK inhibitor,0%,x,-2%,0%,x,6%
TbPYK inhibitor,-5%,-11%,-3%,-4%,-13%,4%
AMA1 RON2 block,49%[activator],x,89%[activator],4%,-17%,45%[activator]

# Copied from the results shown for reference:
13. COCCn1c(SCC(=O)Nc2cc(C)cc(C)c2)nnc1C(C)C
14. CC(C)c1ccc(NC(=O)CN2C(=O)COc3ccc(S(=O)(=O)N4CCCCCC4)cc32)cc1
15. S=C1SCN(Cc2cccnc2)CN1Cc1cccnc1
assay / entry,13,14,15
Sm TGR block,5%,1%,-1%
AmpC detergent,2%,7%,u
AmpC inh no detg,19%,x,-34%
HCMV inh,38,12,-95*
LmPK inhibitor,0%,x,-2%
TbPYK inhibitor,-5%,-11%,-3%
AMA1 RON2 block,49%[activator],x,89%[activator]

# The list goes on:
19. CC(Oc1ccccc1Cl)C(=O)Nc1ccc(S(=O)(=O)N2CCOCC2)cc1 (centres undefined)
20. CC(=O)c1ccc(NC(=S)Nc2cccc(S(=O)(=O)Nc3c(C)n(C)n(-c4ccccc4)c3=O)c2)cc1
21. Cc1ccc(-n2c(=S)sc3c(=O)n(-c4ccccc4C)c(SCC(=O)O)nc32)cc1C
22. COc1ccc(CN2C(=O)CSC2c2ccncc2)cc1 (centres undefined)
23. CC(=O)Nc1ccc(S(=O)(=O)Nc2nc3ccccc3nc2Nc2ccc(O)cc2)cc1
24. Cc1ccc(NC(=O)CC2CCCC2)c(Br)c1
assay / entry,19,20,21,22,23,24
Sm TGR block,x,14µM*,5%,-10%,0%,4%
AmpC detergent,x,2%,-2%,1%,7%,0%
AmpC inh no detg,x,-48%,-24%,-9%,-38%,-10%
HCMV inh,17,16,-14,9,-22,33
LmPK inhibitor,x,3%,8%,-5%,-1%,-5%
TbPYK inhibitor,-1%,-15%,0%,7%,-5%,-2%
AMA1 RON2 block,-19%,13%,-6%,-8%,23%,17%

25. COc1ccc(NC(=O)CSc2nc3nc(C)cc(C)n3n2)cc1OC
26. O=C(COc1ccccc1Br)NCCC1=CCCCC1
27. COc1ccc(NC(=S)Nc2cccc3cnccc23)cc1
28. CCNC(=O)COc1ccc(Br)cc1Cl
29. CCn1cc(C(=O)NCCC(C)C)c(=O)c2cc(F)c(N3CCN(C(=O)c4ccco4)CC3)cc21
30. CC/C(C)=C1\SC(N2CCOCC2)=NC1=O
assay / entry,25,26,27,28,29,30
Sm TGR block,-8%,-11%,56µM*,6%,0%,-25%
AmpC detergent,10%,-6%,-8%,-1%,u,1%
AmpC inh no detg,x,62%[activator],-36%,-5%,39%,-9%
HCMV inh,-4,u,u,10,-18,73
LmPK inhibitor,x,x,0%,-1%,-6%,-2%
TbPYK inhibitor,0%,4%,-10%,-5%,1%,0%
AMA1 RON2 block,x,9%,13%,u,-3%,-4%

31. Cc1ccc(NS(=O)(=O)c2ccc(Cl)s2)cc1S(=O)(=O)N(C)C
32. O=C(COc1ccc([N+](=O)[O-])cc1Cl)NCCN1C(=O)CSC1=O
33. COc1ccccc1Nc1nc(N)nc(CN(C)C2CCCCC2)n1
34. COCCN1C(=O)C(=O)/C(=C(/O)c2ccc(S(=O)(=O)N3CCOCC3)cc2)C1c1cccc(O)c1 (centres undefined)
35. CCN1CCN(C(=O)CN2C(=O)c3cccc4cccc2c34)CC1
36. C/C(=N\NC(=O)Cc1c(C)[nH][nH]c1=O)c1ccc(Cl)c(Cl)c1
assay / entry,31,32,33,34,35,36
Sm TGR block,13%,x,u,4%,6%,15%
AmpC detergent,u,x,-2%,0%,-13%,9%
AmpC inh no detg,-38%,-19%,-34%,-7%,-17%,1%
HCMV inh,36,u,36,6,17,5
LmPK inhibitor,2%,x,3%,-4%,-5%,7%
TbPYK inhibitor,-2%,0%,3%,3%,-2%,-9%
AMA1 RON2 block,-6%,2%,u,-12%,4%,5%

37. COc1ccc(N2CCN(C(=O)CNC(=O)Cn3cnc4sc(C)c(C)c4c3=O)CC2)cc1
38. CCOC(=O)c1ccc(NC(=O)CN(c2ccc(C)cc2)S(=O)(=O)c2c(C)n[nH]c2C)cc1
39. Cc1ccccc1NC(=O)c1ccc(COc2ccc3c(C)cc(=O)oc3c2)cc1
40. CCCCN(C(=O)NC(=O)Nc1ccccc1OC)S(C)(=O)=O
41. CCNC(=O)N(CC)C[C@H]1N[C@@](CC)(C(=O)OC)[C@H]2C(=O)N(Cc3ccccc3)C(=O)[C@@H]12
42. O=C(NC(=S)Nc1nc(-c2ccc(Br)cc2)cs1)c1cccnc1
assay / entry,37,38,39,40,41,42
Sm TGR block,-15%,-6%,-11%,-21%,x,-10%
AmpC detergent,-10%,-3%,-16%,-14%,x,-10%
AmpC inh no detg,-6%,1%,-23%,-16%,-1%,-28%
HCMV inh,0,-20,10,5,-18,7
LmPK inhibitor,-3%,4%,0%,4%,x,-2%
TbPYK inhibitor,4%,-5%,11%,2%,-5%,-5%
AMA1 RON2 block,4%,5%,-12%,-5%,10%,58%[activator]

43. Cc1ccc(S(=O)(=O)N2CCN(S(=O)(=O)N3CCCCC3)CC2)cc1
44. COc1ccc(CSc2nnc(SCc3ccc([N+](=O)[O-])cc3)s2)cc1
45. CC(=O)N1CCc2cc(S(=O)(=O)CCC(=O)N3CCC(C)CC3)ccc21
46. Cc1ccc(S(=O)(=O)N2CCN(C(=O)c3cc(=O)[nH]c4ccccc34)CC2)c(C)c1
47. CCn1cnc2c1c(=O)n(Cc1cccc([N+](=O)[O-])c1)c(=O)n2Cc1ccccc1
48. COc1ccc(NC(=O)CNCCC2=CCCCC2)cc1
assay / entry,43,44,45,46,47,48
Sm TGR block,2%,2%,-19%,-14%,0%,-23%
AmpC detergent,-13%,3%,-12%,-2%,-2%,0%
AmpC inh no detg,-9%,-24%,-5%,20%,29%,8%
HCMV inh,-4,-3,28,-2,19,-22
LmPK inhibitor,-1%,2%,0%,4%,0%,-12%
TbPYK inhibitor,-4%,-1%,10%,-10%,6%,4%
AMA1 RON2 block,-6%,-20%,-5%,1%,-16%,-6%

49. CC(=O)c1ccccc1NC(=O)c1ccc2c(c1)NC(=O)C(C)S2 (centres undefined)
50. Clc1ccc(CSc2nnc(/C=C/c3ccccc3)o2)cc1
51. Cc1ccc2c(c1)CCCO[C@]21O[C@H](CCO)C[C@H](O)[C@H]1O
52. CN(C)c1ccc(CNS(=O)(=O)c2ccc(-c3cc(C(F)(F)F)on3)s2)cc1
53. COc1ccc(OCCn2c(NC(=O)c3ccco3)nc3ccccc32)cc1
54. COc1ccc([C@@H]2C[C@@H](c3ccccc3)Oc3cc(OC)c(OC)c(OC)c32)cc1
55. O=C(CSc1cccc2cccnc12)Nc1ccccc1F
56. COc1ccc(C(CCN2CCCC(C)C2)c2c(OC)cc(OC)c3c2OC(=O)CC3c2cc(OC)c(OC)c(OC)c2)cc1 (centres undefined)
57. O=C(NC1CC1)C1CCN(c2ccc(S(=O)(=O)N3CCOCC3)cc2Cl)CC1
assay / entry,49,50,51,52,53,54,55,56,57
Sm TGR block,-2%,3%,x,0%,1%,13%,-7%,-12%,-1%
AmpC detergent,-5%,-1%,x,4%,u,7%,-10%,2%,-16%
AmpC inh no detg,0%,0.16µM*,x,x,-35%,6%,-22%,188%[activator],-18%
HCMV inh,-16,-9,13,-26,-7,60,-28,x,-19
LmPK inhibitor,x,7%,x,x,-2%,1%,-7%,3%,0%
TbPYK inhibitor,-2%,3%,3%,-1%,-1%,-2%,-7%,4%,0%
AMA1 RON2 block,-3%,11%,12%,x,45%[activator],-27%,-1%,-10%,20%

# Source: PubChem
